Assay outcomes (PubChem)
CF NFkB block: inhibitors of cystic fibrosis induced NF-kB. KKLEB NF-kB-GFP reporter, PAF-induced, GFP fluorescence overnight. 360,000 compounds, 0.86% hits. inhibition, % at 5 µM;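 active = at least 50% inhibition at 5 µM, scaled per plate between neutral and stimulator controls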;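 note: PAF is a Pseudomonas aeruginosa culture filtrate used as stimulus; plate controls were PAF-stimulated DMSO wells for no effect and unstimulated DMSO wells for full effect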
LMP1 NFkB inh: Epstein-Barr LMP1 NF-kappaB reporter inhibition | AID 504558 | inhibition, % at 12.5 µM | 350,000 compounds, 0.69% hits | LMP1-induced NF-kappaB luciferase reporter cells, luminescence; in the data active = inhibition above about 41%;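 note: 0% = neutral control wells and 100% = reference inhibitor control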
KKLEB tox: CF airway cell cytotoxicity counter-screen | KKLEB CF airway cells viability, ATPlite luminescence, overnight; active compounds read low; cells stimulated with P. aeruginosa culture filtrate | activity change (cytotoxicity), % at 5 µM | 360,000 compounds, 0.36% hits;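 active = corrected activity change at or below -50% at 5 µM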
TRPM1 prom inh: inhibitors of MITF-driven TRPM1 promoter in melanoma cells | inhibition, % at 12.5 µM | AID 488899 | 330,000 compounds, 0.83% hits | SK-MEL-5 TRPM1 promoter luciferase, 24 h;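 active = mean inhibition across replicates of 60% or more, whatever share of single replicates reaches that level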; note: values of inactives mirror those of a sister screen read the other way
Peg3 prom inh: reduces Peg3 promoter-driven luciferase expression in HeLa | AID 588405 | 360,000 compounds, 1.7% hits | inhibition, % at 20 µM | HeLa PEG-Prom luciferase reporter, luminescence, overnight;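 active = inhibition of at least 50% at 20 µM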
NR2E3 ag-1: NR2E3 (human) agonism; inhibition of corepressor binding, % at 4.78 µM; GST-NR2E3/biotin-RetCOR TR-FRET, 1536-well; AID 2300; 320,000 compounds, 0.12% hits; Q9Y5X4;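 active = percent inhibition above the cutoff of mean plus 3 SD of all tested compounds, set per screening campaign, cut at about 20% in these data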;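 note: 0% = DMSO wells and 100% = biotin wells as full block of FRET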
Target sequence (Q9Y5X4 whole entry, looked up): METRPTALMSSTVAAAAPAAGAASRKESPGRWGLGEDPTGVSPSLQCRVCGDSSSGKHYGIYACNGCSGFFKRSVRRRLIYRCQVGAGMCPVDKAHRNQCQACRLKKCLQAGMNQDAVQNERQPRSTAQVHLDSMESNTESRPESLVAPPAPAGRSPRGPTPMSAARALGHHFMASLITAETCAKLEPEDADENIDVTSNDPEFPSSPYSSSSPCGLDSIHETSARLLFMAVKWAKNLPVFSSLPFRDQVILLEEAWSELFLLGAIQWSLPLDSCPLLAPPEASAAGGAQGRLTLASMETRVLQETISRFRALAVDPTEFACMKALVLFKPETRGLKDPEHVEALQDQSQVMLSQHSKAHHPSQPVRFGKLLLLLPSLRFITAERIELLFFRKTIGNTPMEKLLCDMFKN
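system = GST-tagged NR2E3 plus biotinylated RetCOR corepressor | input = 1.35 nM GST-NR2E3 | also added = 7 nM biotin-RetCOR | schedule = 5 h incubation at 4 °C | measured by = TR-FRET with europium anti-GST and streptavidin-D2, 340 nm excitation | read-out = percent loss of FRET ratio relative to control wells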
HIF-2a inh: blocks HIF-2a reporter activity. 360,000 compounds, 0.72% hits. 786-0 RCC cells HIF-2a reporter, luciferase luminescence, overnight. inhibition, % at 18.8 µM;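 active = inhibition of the luminescence signal of 40% or more relative to plate controls, in a single-dose primary screen at 18.75 µM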
Shn3 inh set2: reduces Shn3 3'UTR luciferase signal in osteoblasts | Clone20 osteoblast Shn3 3'UTR firefly luciferase, 24 h | inhibition, % at 12.5 µM | 360,000 compounds, 0.52% hits | AID 588674;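 active = mean inhibition of at least 75% with every replicate also reaching 75%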;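 note: 0% = median of neutral control wells and 100% = pilot-screen positive control compound; some compounds past the cut are filed as inactive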
NR2E3 ag-2: activates human NR2E3 receptor. Q9Y5X4. CHO-S Gal4-NCOR/VP16-NR2E3 two-hybrid, luciferase. inhibition of corepressor binding, % at 3.98 µM. 360,000 compounds, 0.35% hits. AID 602229;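 active = inhibition above the mean of all tested compounds plus 3 SD, cut at about 70% in these data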;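 note: 0% = DMSO with NR2E3 transfected cells and 100% = cells lacking NR2E3 construct; higher means lower luciferase signal from less NR2E3 corepressor binding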
hiPSC survival: enhancers of human iPSC single-cell survival. hiPSC single-cell survival, ATPlite luminescence; 100% = ROCK inhibitor wells, 0% = DMSO. survival enhancement, % at 20 µM. 360,000 compounds, 0.044% hits. AID 602274; in the data active = survival enhancement above about 18%;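 note: cells exposed to compounds for 16 hours before the ATP read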
TRAIL sens C8: caspase-8 TRAIL sensitization. NB7+C8 cells + TRAIL, ATPlite viability luminescence. inhibition (viability loss, TRAIL sensitization), % at 10 µM. 360,000 compounds, 1% hits. AID 624354;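 active = compounds causing at least 50% loss of cell viability in the single-dose screen, relative to plate controls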
* marks the source's active call; other numbers are inactive results; / = not tested or not shown. Only part of the results is shown; the hit share may differ from the screen's.

SMILES	CF NFkB block	LMP1 NFkB inh	KKLEB tox	TRPM1 prom inh	Peg3 prom inh	NR2E3 ag-1	HIF-2a inh	Shn3 inh set2	NR2E3 ag-2	hiPSC survival	TRAIL sens C8
O=C1C=C(c2ccc3c(c2)oc2ccccc23)C[C@@H](c2ccc3c(c2)OCO3)C1	15	-2	-1	-7	-9	4	8	1	12	9.0	16
CCCc1nn(C)c(C(=O)Nc2cccc3ccccc23)c1Cl	-8	-2	10	0	-90	-1	-131	-40	-46	2.5	16
O=C(COc1ncnc2c(Cl)cc(Cl)cc12)NCCC1=CCCCC1	-8	-2	-4	14	9	7	28	5	-5	-0.4	2
O=C(CSc1nnc(-c2ccccc2)c(-c2ccccc2)n1)Nc1ccc(Br)cn1	30	-3	-15	-16	22	-3	10	25	-9	-2.3	22
COc1c(Cl)cc(C(=O)O)cc1Cl	-4	-3	-26	0	1	1	0	-3	-10	-1.0	-1
COc1cccc(/C=C2\SC(=S)N(CCC(=O)N3CCCCC3)C2=O)c1	48	-4	7	12	90*	4	46*	-27	-14	0.3	27
O=C(OCc1nnc(-c2ccccc2)o1)c1ccc2c(c1)OCCO2	17	-12	3	-24	-48	1	-87	-19	-13	-3.1	-4
COc1ccc(C(=O)CC(=O)C(=O)Nc2cc(OC)c(OC)c(OC)c2)cc1	4	2	-11	-11	-5	-3	3	-16	-15	-0.2	-5
CC1(C)Cc2c(sc3[nH]c(=S)[nH]c(=O)c23)CO1	-14	4	-12	7	1	3	-2	-2	22	-0.5	-6
CCOC(=O)C1(CC2CC2)CCN(C(=O)c2ocnc2C)CC1	-14	-20	-9	-11	-118	0	-142	-64	-63	0.0	0
CC1(C)C(=O)Nc2ccccc2N1C(=O)COC(=O)c1cc(S(C)(=O)=O)ccc1Cl	0	-7	-6	-4	-3	/	11	-12	-11	0.9	-14
Cc1ccc(S(=O)(=O)N(CCC(=O)NCc2ccc(S(N)(=O)=O)cc2)c2ccccc2)cc1	-1	-13	-23	0	11	/	11	2	0	0.4	4
O=C(NCc1cn2ccsc2n1)Nc1ccc(Cl)cc1	-3	4	-8	10	-26	5	-35	2	-14	-2.0	-7
CCC(=NNc1ccc([N+](=O)[O-])cc1[N+](=O)[O-])c1ccccc1	-1	/	-6	/	12	/	5	10	-10	-1.5	-2
N/C(CS(=O)(=O)c1ccccc1)=N\OC(=O)c1ccc(F)cc1	4	-19	-5	0	-82	0	-129	-56	-27	0.1	-3
NS(=O)(=O)c1ccc(CNC(=O)Cc2cccs2)cc1	-2	7	10	-5	16	0	19	-8	-18	0.6	4
COc1ccc2nc(SC(C)C(=O)NC3CCCCC3)[nH]c2c1 (centres undefined)	-12	-3	-7	5	6	/	16	7	-6	0.4	8
COc1cccc(C(=O)N2CCN(Cc3cc(Br)ccc3OC)CC2)c1	19	6	2	-8	17	-2	16	12	-8	-2.5	-14
Cc1ccc(CN(C)C(=O)CCc2nc3sc4c(c3c(=O)[nH]2)CCCC4)o1	3	2	-10	12	12	5	-9	-28	21	1.5	-36
Cc1cc(NC(=O)CSc2nccn2-c2cccc(C)c2C)no1	11	-13	-12	12	5	2	18	-5	-10	-0.3	9
COc1ccc(CNC(=O)C2CCN(S(C)(=O)=O)CC2)c(OC)c1	1	3	-5	5	3	3	3	-2	12	0.1	-6
CCN(CC)S(=O)(=O)c1ccc(C)c(NC(=O)CN2C(=O)NC3(CCCC3)C2=O)c1	1	0	-6	-4	8	-1	2	2	-37	-0.4	-10
CCOc1ccc(-c2[nH]ncc2Oc2cccc(OC)c2)c(O)c1	6	0	-2	9	24	1	-8	34	-2	-1.7	-11
CC1(C)CC(=O)C=C(c2ccc3c(c2)OCO3)C1	28	-9	-14	-36	-53	2	-93	-9	-10	-2.7	1

Gathered by group: those above with a carbonyl joined to an NH by a bond outside any ring.
SMILES	CF NFkB block	LMP1 NFkB inh	KKLEB tox	TRPM1 prom inh	Peg3 prom inh	NR2E3 ag-1	HIF-2a inh	Shn3 inh set2	NR2E3 ag-2	hiPSC survival	TRAIL sens C8
CCCc1nn(C)c(C(=O)Nc2cccc3ccccc23)c1Cl	-8	-2	10	0	-90	-1	-131	-40	-46	2.5	16
O=C(COc1ncnc2c(Cl)cc(Cl)cc12)NCCC1=CCCCC1	-8	-2	-4	14	9	7	28	5	-5	-0.4	2
O=C(CSc1nnc(-c2ccccc2)c(-c2ccccc2)n1)Nc1ccc(Br)cn1	30	-3	-15	-16	22	-3	10	25	-9	-2.3	22
COc1ccc(C(=O)CC(=O)C(=O)Nc2cc(OC)c(OC)c(OC)c2)cc1	4	2	-11	-11	-5	-3	3	-16	-15	-0.2	-5
Cc1ccc(S(=O)(=O)N(CCC(=O)NCc2ccc(S(N)(=O)=O)cc2)c2ccccc2)cc1	-1	-13	-23	0	11	/	11	2	0	0.4	4
O=C(NCc1cn2ccsc2n1)Nc1ccc(Cl)cc1	-3	4	-8	10	-26	5	-35	2	-14	-2.0	-7
NS(=O)(=O)c1ccc(CNC(=O)Cc2cccs2)cc1	-2	7	10	-5	16	0	19	-8	-18	0.6	4
COc1ccc2nc(SC(C)C(=O)NC3CCCCC3)[nH]c2c1 (centres undefined)	-12	-3	-7	5	6	/	16	7	-6	0.4	8
Cc1cc(NC(=O)CSc2nccn2-c2cccc(C)c2C)no1	11	-13	-12	12	5	2	18	-5	-10	-0.3	9
COc1ccc(CNC(=O)C2CCN(S(C)(=O)=O)CC2)c(OC)c1	1	3	-5	5	3	3	3	-2	12	0.1	-6
CCN(CC)S(=O)(=O)c1ccc(C)c(NC(=O)CN2C(=O)NC3(CCCC3)C2=O)c1	1	0	-6	-4	8	-1	2	2	-37	-0.4	-10
